# Source: PubChem BioAssay (several laboratories)
# ABHD5 PLIN5 PPI: ABHD5-PLIN5 protein interaction inhibition; Q00G26+Q8WTS1; Split G. princeps luciferase complementation, luminescence, 4 h; inhibition, % at 4 µM; hit rate 0.78% among 360,000; AID 602281;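 active = inhibition above the mean inhibition across every tested compound plus 3 SD, cut at about 22% in these data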;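 note: 0% = DMSO only wells and the 100% control is not disclosed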
# Exocytosis inh: lytic granule exocytosis inhibition; TALL-104 LAMP-1 surface exposure, flow cytometry; cells stimulated with thapsigargin and PMA; hit rate 0.66% among 360,000; AID 651702; inhibition, % at 10 µM;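 active = inhibition above about 55%, limit read from the data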
# PDI turbidity: inhibitors of human protein disulfide isomerase. P07237. inhibition, % at 10 µM. PDI insulin aggregation turbidity, A650, 90 min. hit rate 0.052% among 350,000;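 active = mean inhibition across replicates of 30% or more, whatever share of single replicates reach that level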;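 note: absorbance from insulin aggregation driven by PDI reduction with DTT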
# CaV13 FRET inh: Disruptors of the CACNA1D IQ motif to Ca2+-dependent inactivation inhibitor domain association, primary screening, Förster resonance energy transfer in intact living …. inhibition, % at 12.3 µM. HEK cells, CFP/YFP FRET ICDI-IQ, plate reader, 10 min; percent FRET-ratio fall versus neutral wells. AID 743397. hit rate 0.098% among 340,000;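 active = mean replicate inhibition of at least 30% and at least 1% of replicates passing that level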;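 note: 0% = median of the neutral control wells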
# MC4R ag barr: activates human MC4R beta-arrestin recruitment. P32245. U2OS MC4R beta-arrestin complementation, luminescence; percent of melanotan II response, DMSO zero. activation, % at 8.9 µM. hit rate 0.98% among 360,000. AID 540308;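 active = activation above a per-plate cutoff, the mean activation of sample wells on that plate plus 3 SD, cut at about 8% in these data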
# m5-HT2A agonist: activates the mouse 5-HT2A serotonin receptor | activation, % at 7.6 µM | hit rate 0.66% among 360,000 | AID 624169 | P35363 | CHO-K1 mHTR2A beta-arrestin complementation, luminescence; percent of 30 µM serotonin response;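 active = activation above a run cutoff, the mean activation of all tested compounds plus 3 SD, cut at about 14% in these data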;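 note: 0% = plate median of compound wells and 100% = 30 µM serotonin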
# MC4R antag cAMP: human MC4R antagonism in cAMP assay; AID 540295; hit rate 0.48% among 360,000; inhibition, % at 6.5 µM; MC4R-expressing cells, MTII-stimulated cAMP, LANCE TR-FRET;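 active = inhibition above its plate's cutoff, the mean of tested wells on that plate plus 3 SD, cut at about 29% in these data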;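 note: 0% = Melanotan II alone and 100% = Melanotan II plus saturating MCL0020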
#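 system = U2OS cells with stable human MC4R expression | also added = Melanotan II challenge after compound preincubation | dosing = one concentration, 6.5 µM nominal | incubation = compound 30 min, challenge 1 h, detection 1 h | measured by = TR-FRET with Eu-cAMP and labeled anti-cAMP, 671 nm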
# Glyco luc inh: N-linked glycosylation inhibition; D54 ERlucT glycosylation luciferase reporter, 24 h; percent of 100 nM tunicamycin response; reporter increase, % at 12.5 µM; hit rate 0.23% among 360,000; AID 588692;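 active = mean luciferase reporter signal, scaled so untreated is 0 and the glycosylation-blocking control 100, at or above a set limit in every replicate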;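 note: luciferase carries N-glycosylation sites so blocking glycosylation raises the light; 0% = median of neutral control wells and 100% = median of 100 nM tunicamycin wells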
# ABCB6 inh 2: blocks the human ABCB6 transporter; fluorescence ratio to DMSO, % at 10 µM; Q9NP58; AID 602162; hit rate 0.19% among 360,000; K562-ABCB6 porphyrin accumulation, flow cytometry, 1 h; stronger effect = lower value;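 active = fluorescence ratio to DMSO below 75%, the collection mean minus 3 SD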;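 note: signal is porphyrin accumulated inside mitochondria; 100% equals median channel fluorescence of DMSO control wells; lower ratio means ABCB6 inhibition with less porphyrin fluorescence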
# Target sequence (Q9NP58 whole entry, looked up): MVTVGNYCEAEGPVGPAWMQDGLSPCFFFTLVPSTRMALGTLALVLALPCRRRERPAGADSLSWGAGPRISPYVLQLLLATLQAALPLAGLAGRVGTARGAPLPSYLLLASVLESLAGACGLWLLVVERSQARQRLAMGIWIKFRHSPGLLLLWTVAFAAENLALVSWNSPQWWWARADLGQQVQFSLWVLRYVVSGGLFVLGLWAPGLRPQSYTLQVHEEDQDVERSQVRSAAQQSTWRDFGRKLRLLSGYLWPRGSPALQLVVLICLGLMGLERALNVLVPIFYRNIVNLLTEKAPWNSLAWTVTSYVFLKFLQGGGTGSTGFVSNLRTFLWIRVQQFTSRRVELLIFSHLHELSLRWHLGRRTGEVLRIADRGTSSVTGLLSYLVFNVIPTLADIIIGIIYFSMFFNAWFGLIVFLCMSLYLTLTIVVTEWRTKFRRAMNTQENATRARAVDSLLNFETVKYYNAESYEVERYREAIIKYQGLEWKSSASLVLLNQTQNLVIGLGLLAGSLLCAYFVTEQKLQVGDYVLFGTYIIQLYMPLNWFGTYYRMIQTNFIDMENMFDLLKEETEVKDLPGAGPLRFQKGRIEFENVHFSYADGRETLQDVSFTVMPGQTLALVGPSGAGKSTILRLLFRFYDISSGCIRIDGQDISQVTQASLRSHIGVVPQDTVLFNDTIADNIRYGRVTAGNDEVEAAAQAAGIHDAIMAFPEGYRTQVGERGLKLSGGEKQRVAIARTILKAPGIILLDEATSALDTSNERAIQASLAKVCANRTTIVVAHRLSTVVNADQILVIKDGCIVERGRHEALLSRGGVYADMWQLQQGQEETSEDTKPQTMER
# H9c2 protect: modulators protecting cardiomyocytes from myocardial damage; H9c2 cardiomyocytes, H2O2 injury protection, ATPLite, 2 h; protection from H2O2 cell death, % at 20 µM; hit rate 0.63% among 360,000;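 active = compounds giving at least 50% protection of heart cells from peroxide-induced death in the single-dose screen, raw or plate-pattern-corrected value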;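 note: 0% = DMSO wells with peroxide and 100% = DMSO wells without peroxide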
# * hit, by the source's call; · = no result given. Rows are unselected. About 4.2% of those tested had a hit in this group.
SMILES,ABHD5 PLIN5 PPI,Exocytosis inh,PDI turbidity,CaV13 FRET inh,MC4R ag barr,m5-HT2A agonist,MC4R antag cAMP,Glyco luc inh,ABCB6 inh 2,H9c2 protect
Fc1ccc(C(c2nnnn2Cc2cccs2)N2CCN(C3CCCC3)CC2)cc1 (centres undefined),3.3,1.7,-1.8,-5.5,-0.8,-14.2,10.7,-3.3,110.0,5.2
Cc1cc(-c2ccccc2)nc(N2CCC(C(=O)NC(C)C)CC2)n1,2.9,-3.4,6.5,-3.1,-0.2,-0.4,2.3,2.5,87.0,0.6
CCN(C(=O)COC(=O)c1cc(S(=O)(=O)Nc2c(C)n(C)n(-c3ccccc3)c2=O)ccc1Cl)C1CCCCC1,1.4,-3.1,1.6,-2.0,1.1,4.0,12.9,-3.0,104.0,-9.2
COc1ccccc1CNC(=O)N1CCN(c2ccccc2C)CC1,3.0,16.5,-3.0,-3.5,-0.1,4.5,16.5,-3.5,99.0,-2.0
CC(=O)Nc1ccc(NC(=O)c2ccc(COc3ccccc3)cc2)cc1,-2.7,-1.7,-24.2,-5.1,-0.8,-2.3,-2.8,3.5,100.0,-3.0
CC(C)OC(=O)c1ccc(NCc2cc(O)ccc2O)cc1Cl,2.4,4.9,7.5,-5.6,-0.7,-4.4,-18.1,-2.5,305.0,10.1
Cc1cc(NC(=O)COC(=O)CCn2c(C)csc2=O)c([N+](=O)[O-])cc1C,0.1,-2.2,-1.8,-10.1,-0.9,0.9,3.6,1.3,104.0,-1.2
CCn1c(C)cs/c1=N\S(=O)(=O)c1ccccc1,0.6,-8.4,-1.2,-10.4,-3.4,-3.4,7.5,1.3,97.0,4.5
Cc1ccc(SCc2cc(=O)[nH]c(N3CCN(Cc4ccc5c(c4)OCO5)CC3)n2)cc1,4.8,-0.4,-1.5,-0.1,1.3,4.5,9.1,-0.2,99.0,-20.2
CC(C)(C)C1CCc2c(sc(NC(=O)c3ccco3)c2C(N)=O)C1 (centres undefined),4.2,-1.2,-2.8,·,-0.8,7.1,-1.0,2.0,94.0,-13.5
Cc1ccc(N2C(=O)[C@@H]3C(c4cccnc4)=NO[C@@H]3C2=O)c(C)c1,7.8,-6.8,-3.9,-2.2,-1.4,-1.4,1.2,4.5,93.0,-9.0
Brc1ccc2nc(C3CCCCC3)c(CC3CCCCC3)n2c1,-0.3,-6.2,·,-3.7,·,2.4,·,-7.9,91.0,-6.1
Cc1cc(S(=O)(=O)NCCN2CCOCC2)c(C)s1,0.6,2.8,-9.5,-6.0,-0.4,6.2,15.7,-2.5,102.0,0.0
O=C(COC(=O)c1ccccc1SCC(=O)N1CCCC1)NC1CCCCC1,-1.8,0.0,2.9,-6.9,-0.7,5.2,11.3,0.1,100.0,-1.7
CC1=C(C(=O)N(C(C)C)C(C)C)CC(CC(=O)NC2CCCCC2)C(=O)N1Cc1ccc(C(C)(C)C)cc1 (centres undefined),-2.2,-1.8,·,-4.9,·,3.6,·,1.5,91.0,-1.6
CCSc1nnc(NC(=O)C(C)(C)C)s1,-1.5,-1.0,-6.1,-4.1,-0.2,-2.5,3.0,-3.0,93.0,13.6
O=C1NC[C@H](CCCCN2CCN(Cc3ccccc3)C(=O)C2=O)N(CCc2ccc(O)cc2)C1=O,3.0,-6.7,·,-3.7,·,1.2,·,·,99.0,·
CC(C)(CC1(C)NC(=O)NC1=O)OCc1ccccc1 (centres undefined),3.0,5.1,4.3,-7.5,-0.7,2.6,0.9,2.8,99.0,5.0
CCSc1nc2ccc(OC)cc2cc1C#N,-1.9,6.8,16.2,-4.9,-0.4,6.1,0.7,-1.1,103.0,-19.8
CC(OC(=O)c1cccs1)C(=O)NCc1ccco1 (centres undefined),3.3,0.8,3.1,-5.7,-2.2,0.9,7.8,-1.0,107.0,-8.2
O=C(c1cc(C2CC2)on1)N1CCN(c2ccc(F)cc2)CC1,2.3,-2.8,·,-3.2,0.2,-4.2,-7.6,1.2,98.0,-6.2
O=C(OCc1c(F)cccc1Cl)c1cnc2ccccc2n1,5.5,-13.3,5.5,-4.2,0.8,10.1,-2.8,0.8,99.0,-0.8
O=c1cc(CO)oc(C(Nc2ccccn2)c2ccccc2Cl)c1O (centres undefined),11.6,0.0,-3.6,-20.6,2.3,2.4,-4.3,-1.4,88.0,21.4
Cc1cccc(-c2nc3c(s2)CCc2onc(-c4ccc(Br)cc4)c2-3)c1,-1.4,-5.8,-1.9,-3.1,-0.5,-2.8,-4.3,-1.0,98.0,-3.3
CS(=O)(=O)N(CC(=O)N1CCCCCC1)c1cccc(Br)c1,-1.6,-5.1,4.0,-5.6,-0.9,4.6,1.9,0.9,97.0,0.9
O=C(C1CC=CCC1)N1CCCCCC1 (centres undefined),-4.0,-1.7,-4.0,-5.6,2.2,9.5,14.4,-0.9,102.0,0.4
COc1ccc(N2CCN(C(=O)COC(=O)CNC(=O)c3ccc(Cl)cc3Cl)CC2)cc1,-11.1,12.8,2.4,-6.3,1.2,4.0,14.4,3.1,102.0,0.0
COc1ccc(-c2cc3c(=O)n(CC(=O)Nc4ccc(Cl)cc4)ncn3n2)cc1,-2.0,-2.8,5.9,-2.4,-3.3,-2.8,7.5,0.6,97.0,2.6
COCCNC(=O)C1CCN(C(=O)c2cc3sccc3n2Cc2ccc(F)cc2)CC1,5.5,4.8,5.2,2.1,0.4,-0.2,12.2,-2.2,97.0,-20.7
N#CC12CCCCC1CC1CCCCC1(C#N)N2N (centres undefined),0.1,15.8,-9.6,-1.5,0.4,1.5,6.3,0.4,100.0,-0.6

# 2 compounds picked at random from those above, as already listed:
SMILES,ABHD5 PLIN5 PPI,Exocytosis inh,PDI turbidity,CaV13 FRET inh,MC4R ag barr,m5-HT2A agonist,MC4R antag cAMP,Glyco luc inh,ABCB6 inh 2,H9c2 protect
CC(C)(CC1(C)NC(=O)NC1=O)OCc1ccccc1 (centres undefined),3.0,5.1,4.3,-7.5,-0.7,2.6,0.9,2.8,99.0,5.0
COc1ccc(-c2cc3c(=O)n(CC(=O)Nc4ccc(Cl)cc4)ncn3n2)cc1,-2.0,-2.8,5.9,-2.4,-3.3,-2.8,7.5,0.6,97.0,2.6

# Following part.
SMILES,ABHD5 PLIN5 PPI,Exocytosis inh,PDI turbidity,CaV13 FRET inh,MC4R ag barr,m5-HT2A agonist,MC4R antag cAMP,Glyco luc inh,ABCB6 inh 2,H9c2 protect
Cc1cc(NCc2ccccc2)nc(N2CCOCC2)n1,18.0,0.0,0.4,-0.6,-1.6,-5.1,0.0,-0.8,101.0,6.7
C=CCOc1ccc(C=Nc2ccc(OC)cc2)c(O)c1,-2.3,-0.1,1.2,-6.9,-0.1,-4.0,-0.1,1.8,102.0,62.9*
CCN(C(=O)COC(=O)CCC(=O)c1ccc(Cl)cc1)c1c(N)n(Cc2ccccc2)c(=O)[nH]c1=O,2.5,2.9,-3.0,-2.7,-1.8,-2.1,0.3,-1.9,106.0,1.6
CCCCCCc1ccc(OCC(=O)O)cc1OCC(=O)O,-0.5,-0.1,-11.1,·,-2.4,5.0,4.1,3.2,93.0,-4.6
Cc1cc(C)c(OCCCCN(C)C)c(Br)c1,1.6,-11.9,-0.8,-1.3,-0.8,-10.3,19.6,-4.0,101.0,-2.1
COc1ccc(CCC(=O)Nc2nnc(C)s2)cc1,-2.0,26.4,-2.0,-3.6,-0.7,4.2,3.6,2.2,99.0,4.9
COCCn1c(SCC(=O)NCc2ccco2)nc2cccnc21,-1.8,4.7,-9.0,·,-0.9,-0.1,-4.6,-2.5,97.0,6.8
CCCCC[C@@H]1[C@@H]2C(=C(OCC)C[C@@H]3C(=O)N(c4ccccc4)C(=O)[C@H]23)[C@H](c2ccccc2)N1S(=O)(=O)c1ccc(C)cc1,-1.9,-5.9,·,-3.8,·,3.6,·,-4.4,105.0,3.0
Cc1ccc(CNc2nc3ccc(C)cc3n3cnnc23)cc1,4.8,-3.5,3.4,-5.4,2.4,3.8,-21.4,0.2,94.0,-17.3
CCCCCCCCOC(=O)C1=C(C)Nc2nnnn2C1c1cccs1 (centres undefined),-11.7,5.6,1.9,-7.7,1.5,0.1,-6.8,-2.3,99.0,-29.2
CC(Cc1cccnc1)NC(=O)c1cc(COc2ccc(F)cc2F)on1 (centres undefined),-2.0,-5.7,-2.1,-10.9,-3.8,-7.1,5.8,0.4,100.0,-7.5
O=C(O)c1cccnc1SC1CC(=O)N(CCc2ccccc2)C1=O (centres undefined),-3.5,0.9,3.9,-7.9,-1.8,2.4,0.7,1.0,93.0,-1.0
O=C(OCC(=O)N1CCc2ccccc21)c1ccc[n+]([O-])c1,-4.3,2.7,2.5,-4.7,0.1,1.2,0.8,1.7,106.0,20.6
COc1ccc(C2(C)NC(=O)N(CC(=O)NC3CCCC3)C2=O)cc1OC (centres undefined),5.4,-3.0,-7.6,-2.0,0.1,8.8,-6.2,1.5,99.0,6.3
Cc1ccc(C(C(=O)NC(C)(C)C)N(Cc2cccs2)C(=O)c2ccc3c(c2)OCCO3)cc1 (centres undefined),-3.7,-0.2,-4.7,-2.5,0.4,1.4,16.3,-4.3,98.0,0.5
O=C(O)C1C2C=CC(C3CC23)C1C(=O)NCCc1ccccc1 (centres undefined),-5.7,-0.2,-8.4,-6.6,-0.4,5.9,11.0,-1.4,100.0,-3.1
O=C(c1ccc(S(=O)(=O)Nc2ccccc2)cc1)N1CCCC(C(F)(F)F)C1 (centres undefined),0.5,0.4,0.0,·,2.9,12.2,9.3,-0.9,89.0,-1.5
C[C@@H]1CN([C@H](C)CO)C(=O)CCCn2nncc2CO[C@H]1CN(C)S(=O)(=O)c1ccc(Oc2ccccc2)cc1,1.9,-5.6,5.7,-2.3,-0.9,0.7,5.1,-2.2,99.0,8.6
Cc1oc2cc(O)cc(O)c2c(=O)c1-c1ccc2c(c1)OCCCO2,1.9,9.5,21.8,-9.1,1.0,-1.0,-6.5,2.4,91.0,3.7
O=C(N/N=C\c1cccc([N+](=O)[O-])c1O)C1COc2ccccc2O1 (centres undefined),5.4,6.4,-1.2,-5.2,-0.7,-12.4,3.1,3.4,92.0,45.5
Cc1cc(S(=O)(=O)N2CCOCC2)ccc1OCC(=O)Nc1ccc(F)cc1,5.2,-2.0,-45.0,-3.4,-0.7,4.9,-4.2,-0.7,94.0,-6.8
Cc1ccc(S(=O)(=O)NCN2C(=O)c3ccccc3C2=O)cc1,-4.6,-5.6,-7.9,-5.0,-1.8,3.3,3.1,4.4,102.0,2.4
Cc1nnc(SCC(=O)NCc2ccccc2Cl)[nH]c1=O,-3.7,-1.7,20.9,-3.8,-1.8,-6.0,1.4,4.5,98.0,-2.9

# Some values from the results shown:
# `Cc1ccc(S(=O)(=O)NCN2C(=O)c3ccccc3C2=O)cc1` @ m5-HT2A agonist: 3.3
# `O=C(N/N=C\c1cccc([N+](=O)[O-])c1O)C1COc2ccccc2O1` (centres undefined) @ ABHD5 PLIN5 PPI: 5.4
# `Cc1cc(S(=O)(=O)N2CCOCC2)ccc1OCC(=O)Nc1ccc(F)cc1` @ ABHD5 PLIN5 PPI: 5.2
# `Cc1nnc(SCC(=O)NCc2ccccc2Cl)[nH]c1=O` @ MC4R antag cAMP: 1.4
